# Salmonella PhoP GFP: Inhibition of PhoP regulon, Salmonella typhi GFP reporter cells, confirmation, 4 h (AID 1850) | Salmonella Typhi PhoP-promoter GFP reporter, fluorescence, 4 h; higher % means a stronger effect | 0.33% of 310,000 active | inhibition, % at 50 µM; hits with a dose series show IC50 in µM; in the data active = a potency from the dose series; inconclusive = inhibition mostly from about 25% at the one dose, without a potency; inactive = the rest, 99 in 100 with inhibition below about 19%;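 also: 0% = induced wells with vehicle and 100% = uninduced wells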
# M. tuberculosis: growth inhibition of non-replicating M. tuberculosis (AID 488890). 0.39% of 320,000 active. inhibition, % at 25 µM, or IC50 in µM where a hit was titrated. Mycobacterium tuberculosis non-replicating, growth inhibition; higher % means a stronger effect; in the data active = a potency from the dose series; inconclusive = inhibition mostly from about 82% at the one dose, without a potency; inactive = the rest, 99 in 100 with inhibition below about 76%;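 also: plate controls were DMSO cells for no effect and high antibiotic wells for full effect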
# inhibitors of VEEV: inhibitors of VEEV TC-83 cytopathic effect, confirmation, Vero cells (AID 588727) | Vero cells, VEEV TC-83 cytopathic effect inhibition; higher % means a stronger effect | inhibition, % at 20 µM, or IC50 in µM where a hit was titrated | 0.13% of 350,000 active; in the data active = a potency from the dose series; inconclusive = inhibition mostly from about 14% at the one dose, without a potency; inactive = the rest, 99 in 100 with inhibition below about 12%; also: strong numbers were not always called active
# H37Rv inhibition: M. tuberculosis growth inhibition, HTS (AID 449762); M. tuberculosis H37Rv growth inhibition, 7H9 media; higher % means a stronger effect; one-dose inhibition, % at 25 µM; IC50 in µM for titrated hits; 0.59% of 330,000 active; in the data active = a potency from the dose series; inconclusive = inhibition above about 70% without an active follow-up result;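 also: bacterial growth assessed after seven days of incubation; strong numbers were not always called active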
# influenza NS1A: NS1A inhibition, H1N1 influenza, cell based functional assay (AID 504329); NS1A functional cell-based assay, percent inhibition; higher % means a stronger effect; inhibition, % at 12.5 µM, or IC50 in µM where a hit was titrated; 0.3% of 340,000 active; in the data active = a potency from the dose series; inconclusive = inhibition above about 27% without an active follow-up result; also: strong numbers were not always called active
# inhibitors of VEEV 10K pilot screen: further read-out of inhibitors of VEEV, marked with its call; inhibition, %; measured here: 10K pilot screen inhibition
# Numbers without * were called inactive; i = inactive; ? = inconclusive; / = not tested or not shown.
SMILES,Salmonella PhoP GFP,M. tuberculosis,inhibitors of VEEV,H37Rv inhibition,influenza NS1A,others
Nc1cccnc1Oc1ccc(F)cc1,7%,-2%,0.9%,-5%,9%,
O=c1c2ccccc2ncn1-c1ccc([N+](=O)[O-])cc1[N+](=O)[O-],-13%,10%,0.8%,4%,-5%,
COCCn1c(SCC(=O)N2CCc3ccccc3C2)nc2cc(Cl)ccc2c1=O,0%,7%,6.4%,?,18%,
CCOc1ccc(C(=O)Nc2nnc(S(=O)(=O)Nc3ccccc3C)s2)cc1,5%,16%,0.9%,6%,2%,
Cc1cc(C)cc(-n2c(C)cc(C(=O)CSc3nnnn3C)c2C)c1,11%,23%,0.1%,-2%,-1%,
Oc1c(C(c2ccccc2)N2CCN(Cc3ccccc3)CC2)sc2ncnn12 (configuration not stated),-11%,1%,0.9%,-7%,27%,
COc1ccc(-c2c(=O)n(OCc3ccccc3[N+](=O)[O-])c3ccccc3[n+]2[O-])c(OC)c1,9%,5%,4.3%,-2%,0%,
CCOc1cc(C(=O)Nc2ncn[nH]2)cc(OCC)c1OCC,-3%,9%,0.2%,-7%,-1%,
CC1CCN(C(=O)C(=O)Nc2sc3c(c2C(=O)O)CC(C)(C)OC3)CC1,3%,1%,1.1%,4%,3%,
COc1cccc(OCc2cc(C(=O)NC3CCOCC3)no2)c1,-4%,14%,0.6%,2%,-20%,
COc1ccc2oc(C(=O)OC(C)C(=O)N3CCC(C)CC3)c(C)c2c1 (configuration not stated),/,43%,2.1%,-19%,5%,
O=C(NNC(=S)NC(=O)c1cccc([N+](=O)[O-])c1)c1ccc(O)cc1,6%,22%,0.3%,13%,-3%,
Cc1ccccc1CCN(CC(=O)NCc1ccc(F)cc1)C(=O)c1csnn1,-3%,2%,i,-3%,-6%,
Cn1c(=O)[nH]c2cc(Cl)cnc21,-8%,-13%,1.0%,1%,-4%,
CSc1ccc(C(=O)C2CCCN(CCCn3cccn3)C2)cc1 (configuration not stated),-7%,-27%,i,10%,0%,inhibitors of VEEV 10K pilot screen=0.1
COc1ccc2c(c1)c(C(=O)N/N=C/c1ccc(O)c(O)c1)c(C)n2C,-6%,-7%,1.7%,-11%,18%,
COC(=O)Cc1ccc(NC(=S)NCc2ccco2)cc1,7%,?,0.2%,48%,-1%,
CC(C)N(C(=S)NCc1ccccc1)c1ccccc1,-6%,70%,0.2%,61%,0%,
N#CC1=C(SCC(=O)NC2CCCCC2)NC(=O)CC1c1ccco1 (configuration not stated),11%,0%,0.3%,0%,-5%,
COc1ccc(N(C(=O)c2cccnc2)S(=O)(=O)c2ccccc2)cc1,14%,-5%,8.0%,3%,-17%,
COc1ccc(Br)cc1-c1nc(CCl)cs1,18%,44%,i,60%,-4%,
CC(=O)c1ccc(NC(=S)Nc2cccc3cnccc23)cc1,-8%,60%,7.0%,4%,-1%,
Cc1ccc(C(=O)c2ccc(CC(=O)O)n2C)cc1,3%,1%,0.1%,-6%,2%,
O=C(O)CCCN1C(=O)/C(=C\c2ccco2)SC1=S,/,/,i,/,-5%,
Cc1ccc(/C=N/Nc2ccc(Cl)nn2)cc1,-10%,-8%,0.6%,-2%,14%,
# The list goes on:
SMILES,Salmonella PhoP GFP,M. tuberculosis,inhibitors of VEEV,H37Rv inhibition,influenza NS1A,others
CC1(C)CC2(CC(c3ccccc3)c3ccc(O)cc3O2)NC(=S)N1 (configuration not stated),-13%,52%,2.0%,-9%,-1%,
CCC(=O)c1ccc(N2CCN(C(=O)c3cc([N+](=O)[O-])ccc3F)CC2)c(F)c1,-3%,79%,1.1%,15%,-9%,
COCCn1c(SCc2nnc(-c3ccccc3)o2)nc2sc3c(c2c1=O)CCC3,/,/,0.2%,/,5%,
CCCCC(=O)N/N=C/c1c(O)n(CC)c(=S)[nH]c1=O,-2%,19%,0.6%,18%,26%,
S=c1[nH]nc(C(c2ccccc2)C2CCCCC2)o1 (configuration not stated),3%,-5%,2.2%,0%,-5%,
CS(=O)(=O)c1ccc(C(=O)OCC(=O)NC2CCS(=O)(=O)C2)cc1[N+](=O)[O-] (configuration not stated),1%,1%,1.2%,-3%,-6%,
Cc1ccc(C(=O)NCCCNC(=O)COc2ccc(C)c(C)c2)cn1,-10%,1%,0.8%,2%,8%,
O=C1CC(c2ccco2)CC(O)=C1C=Nc1ccccc1-c1ccccc1 (configuration not stated),1%,31%,8.3%,50%,0%,
S=c1[nH]nc(-c2ccc(Cl)cc2)n1CCCN1CCOCC1,17%,-6%,1.7%,9%,16%,
CCCN(Cc1ccco1)S(=O)(=O)c1ccc(OC)c(OC)c1,2%,1%,5.0%,8%,-1%,
N#CCCSCc1ccc2oc(C(=O)O)cc2c1,-6%,-2%,i,-10%,-5%,inhibitors of VEEV 10K pilot screen=0.0
COc1ccc(N2CCN(CCNC(=O)Nc3ccc(C)c(Cl)c3)CC2)cc1,3%,?,0.5%,6%,11%,
Cc1cccc(CC(=O)N2CCOCC2)c1,-8%,1%,0.1%,-1%,1%,
O=C(/C=C/c1ccccc1[N+](=O)[O-])NCCN1C(=O)S/C(=C\c2ccc(F)cc2)C1=O,6%,-3%,1.1%,8%,-8%,
COCC(=O)N1C[C@H]2CON(C)[C@H]2C[C@H]1c1cccc(-c2ccc(C#N)cc2)c1,/,/,0.6%,/,16%,
CC(=O)c1ccc(N2CCN(C(=O)C3CCN(S(=O)(=O)Cc4ccccc4)CC3)CC2)cc1,9%,5%,1.0%,-3%,2%,
CS(=O)(=O)N1CCC(C(=O)Nc2ccc3c(c2)OCCO3)CC1,-1%,-4%,1.2%,-2%,9%,
O=C(CSCC(=O)N1CCCCC1)OCC(=O)c1c[nH]c2ccccc12,13%,13%,1.5%,-7%,-1%,
COc1ccc(CC(=O)Nc2nnc(SCC(=O)NCc3ccco3)s2)cc1OC,3%,-3%,1.7%,-11%,-7%,
Cc1cc(C)cc(C(=O)NCC(=O)OCc2nc(N)nc(Nc3ccccc3C)n2)c1,/,-21%,0.5%,-8%,-3%,
O=C(Nc1ccc(NS(=O)(=O)c2ccccc2)cc1)c1cccnc1,6%,-6%,2.4%,-2%,1%,
O=c1cc(CSc2nnc(Nc3ccccc3F)s2)nc2sccn12,-5%,35%,11%,-1%,-1%,
COc1ccc(C(=O)NC2CCCCC2)cc1S(=O)(=O)N1CCOCC1,11%,0%,i,7%,-3%,
O=[N+]([O-])c1ccc(N2CCCCC2)s1,0%,-8%,i,7.6µM*,-4%,
O=C(NCc1ccc(C(F)(F)F)cc1)C1CC(c2ccccc2C(F)(F)F)=NO1 (configuration not stated),-1%,8%,0.4%,4%,1%,inhibitors of VEEV 10K pilot screen=0.3
# (cont.)
SMILES,Salmonella PhoP GFP,M. tuberculosis,inhibitors of VEEV,H37Rv inhibition,influenza NS1A,others
CN1C(=O)C(=Cc2ccc(N3CCCCCC3)o2)C(=O)N(C)C1=S,7%,18%,7.8%,54%,24%,
O=C(NC1CCCCC1)C1CCC(CNS(=O)(=O)c2ccccc2)CC1 (configuration not stated),4%,0%,i,-1%,-12%,
COc1ccc(C)cc1NC(=O)CCCN1C(=S)NC(C)(C)CC1C (configuration not stated),-3%,21%,2.9%,8%,3%,
Cc1ccccc1NC(=O)N1CCN(C(=O)c2ccco2)CC1,-4%,-9%,0.1%,11%,-14%,
Nc1c(-c2cccc([N+](=O)[O-])c2)nc2ccccn12,13%,/,3.2%,28%,1%,
CN1c2ccc(C=O)c3c(C=O)ccc(c23)N(C)C1(C)C,-27%,22%,1.8%,4%,-18%,
O=C(NC(Cc1ccccc1)C(=O)O)/C(=C\c1ccccc1F)NC(=O)c1ccccc1 (configuration not stated),-2%,-9%,0.5%,-4%,-4%,
COc1ccc(CCNC(=O)COC(=O)c2cc(S(=O)(=O)N3CCOCC3)ccc2C)cc1OC,/,-7%,0.2%,-11%,-19%,
O=C(NN=C1CCCCC1)NC1CCCCC1,2%,6%,i,-3%,-1%,
O=C(OCc1ccccc1Cl)c1ccccc1C(=O)c1ccccc1,-4%,16%,1.6%,3%,-7%,
Cc1n[nH]c(=S)n1/N=C/c1ccccc1OCc1ccc(Cl)cc1Cl,-7%,-5%,1.3%,-3%,-8%,
CC(C(=O)NC(c1ccccc1)c1ccccc1)N1CCOCC1 (configuration not stated),-1%,-3%,i,-8%,1%,
Cc1ccc(-n2c(SCC(=O)OC(C)C)nnc2-c2ccccn2)cc1,-3%,77%,i,2%,-3%,
COc1ccc(NC(=O)/C(Cl)=C(/Cl)S(=O)Cc2ccc(C)cc2)cn1 (configuration not stated),5%,?,i,<0.2µM*,5%,
COC(=O)C1=C(C(=O)OC)[C@@H]2Nc3ccccc3[C@@]23C[C@@H](C(=O)OC)N(C(=O)COCc2ccccc2)C3=N1,-4%,-6%,i,-6%,9%,inhibitors of VEEV 10K pilot screen=0.1
N#CCCN(C(=O)COc1ccc(C#N)cc1)c1ccc(F)cc1,-1%,14%,i,0%,3%,
COc1ccc(NCc2cc3ccccc3[nH]c2=O)cc1,2%,72%,1.3%,?,22%,
COc1ccc(NC(=O)CC2SC(=Nc3ccccc3)NC2=O)c(OC)c1 (configuration not stated),-4%,-8%,0.6%,-4%,5%,
Nc1ncc(-n2cncn2)c(-c2ccc(Cl)cc2)n1,3%,8%,2.2%,-2%,1%,
Cc1ccc(NC(=O)C2CC(=O)N(CCc3ccccc3)C2)c(C)c1 (configuration not stated),-1%,9%,0.2%,-9%,3%,
O=C(CCCc1nc(-c2ccc(Cl)cc2)no1)Nc1cccnc1,-6%,?,i,?,-4%,
CC1C(=O)N(Cc2ccccc2)c2ccccc2N1C(=O)c1ccccc1 (configuration not stated),2%,17%,4.0%,3%,20%,
CCS(=O)(=O)N1CCN(S(=O)(=O)c2ccccc2)CC1,6%,-8%,2.0%,-4%,8%,
O=C(CCSc1ccccc1)NC1CCCC1,3%,41%,1.0%,-2%,4%,
O=C(Cn1cc2c(n1)CCCC2)NCCCN1CCN(c2ccccc2F)CC1,2%,13%,0.7%,-10%,0%,
# Further entries follow.
SMILES,Salmonella PhoP GFP,M. tuberculosis,inhibitors of VEEV,H37Rv inhibition,influenza NS1A,others
COc1cccc(-c2cn(-c3cccc(C(F)(F)F)c3)c(=S)[nH]2)c1,-10%,/,2.2%,18%,0%,
COc1cccc(C(=O)Nc2nnc(-c3ccccc3)s2)c1,8%,-5%,0.1%,1%,-13%,
Cc1cccc(C2c3[nH]c4ccccc4c3CCN2C(=O)c2ccc(=O)[nH]c2)n1 (configuration not stated),-6%,2%,1.8%,1%,3%,
CC(=O)c1ccc2c(c1)C1C(Cl)C(Sc3ccccc3[N+](=O)[O-])CC1C(C(=O)O)N2 (configuration not stated),0%,-8%,4.5%,3%,28%,
CN(CC(=O)Nc1cccc(F)c1)C(=O)c1ccc2c(c1)CC(c1ccccc1)OC2=O (configuration not stated),/,/,9.2%,/,4%,
CC(OC(=O)c1cnccn1)C(=O)Nc1nc(-c2cccc([N+](=O)[O-])c2)cs1 (configuration not stated),/,-2%,1.1%,-1%,11%,
COc1ccc(C(=O)Nc2cc(Cl)ccc2C(=O)O)cc1,-8%,40%,4.6%,25%,-6%,
O=C(Nc1ccc(N2CCOCC2)c(Cl)c1)c1ccc2c(c1)OCCO2,-7%,-6%,7.5%,2%,-1%,
O=C(c1ccc(-n2cncn2)c([N+](=O)[O-])c1)N1CCN(S(=O)(=O)c2ccccc2Br)CC1,-2%,-1%,2.0%,1%,-6%,
CCC(COC(=O)Nc1ccccc1)NC(=O)OC(C)C (configuration not stated),7%,-4%,1.6%,-6%,-2%,
CC1CCN(C(=O)CSc2nnc(CSc3ncccn3)n2C)CC1,2%,-3%,i,-2%,4%,

# 7 entries picked at random from the list so far, as already listed:
SMILES,Salmonella PhoP GFP,M. tuberculosis,inhibitors of VEEV,H37Rv inhibition,influenza NS1A,others
CC(OC(=O)c1cnccn1)C(=O)Nc1nc(-c2cccc([N+](=O)[O-])c2)cs1 (configuration not stated),/,-2%,1.1%,-1%,11%,
O=C(Nc1ccc(N2CCOCC2)c(Cl)c1)c1ccc2c(c1)OCCO2,-7%,-6%,7.5%,2%,-1%,
Cc1cccc(C2c3[nH]c4ccccc4c3CCN2C(=O)c2ccc(=O)[nH]c2)n1 (configuration not stated),-6%,2%,1.8%,1%,3%,
CC(=O)c1ccc2c(c1)C1C(Cl)C(Sc3ccccc3[N+](=O)[O-])CC1C(C(=O)O)N2 (configuration not stated),0%,-8%,4.5%,3%,28%,
CCC(COC(=O)Nc1ccccc1)NC(=O)OC(C)C (configuration not stated),7%,-4%,1.6%,-6%,-2%,
COc1ccc(C(=O)Nc2cc(Cl)ccc2C(=O)O)cc1,-8%,40%,4.6%,25%,-6%,
CN(CC(=O)Nc1cccc(F)c1)C(=O)c1ccc2c(c1)CC(c1ccccc1)OC2=O (configuration not stated),/,/,9.2%,/,4%,
